Source: PubChem BioAssay (Sanford-Burnham Center for Chemical Genomics)
UPR XBP1 act: activators of adaptive XBP1 UPR arm, primary screen, cell-based, CHO-XBP1 luciferase reporter, luminescence, uHTS; IRE1-XBP1 UPR activation; percent of tunicamycin response, DMSO as zero; activation, % at 20 µM; actives 0.33% (n = 330,000); AID 463104, 2010;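 active means versus positive control, 20 µM dose yields 30% or more activation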;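 further: 100% = tunicamycin at 10 µg/mL and 0% = DMSO only wells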
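Assay system: IRE1-XBP1 luciferase reporter CHO line. Input: 1000 cells/well. Buffer or medium: F12 with 10% serum. Doses: 20 µM, 1% DMSO. Times: overnight seeding at 37 °C, 6 h compound treatment at 37 °C. Technique: Steady-Glo luciferase glow luminescence, 10 min after reagent addition.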
Jurkat NFkB inh: inhibitors of induced NF-kB luciferase reporter, primary screen, TCR NF-kB activation inhibitor project, cell-based, luminescence, uHTS. Jurkat, PMA/ionomycin-induced NF-kB luciferase reporter. inhibition, % at 4 µM. actives 0.53% (n = 330,000); in the data active means inhibition above about 50%
CHOP UPR activ: activators of apoptotic CHOP UPR arm, primary screen, cell-based, CHO-CHOP luciferase reporter, luminescence, uHTS; UPR activation; percent of tunicamycin response over DMSO baseline; actives 0.34% (n = 330,000); AID 449763, 2010; activation, % at 10 µM;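 active means at 10 µM dose, activation of 40% or more, normalized to positive control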;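 further: 100% = tunicamycin at 10 µg/mL and 0% = DMSO alone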
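System: CHO-CHOP luciferase reporter cell line | Buffer or medium: F12 medium containing 10% fetal bovine serum | Doses: One dose, 10 µM in 0.5% DMSO | Times: 6 h compound exposure at 37 °C after overnight seeding | Signal: Luciferase luminescence | Read-out: % activation vs tunicamycin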
Mdm2 MdmX PPI: inhibitors of human Mdm2-MdmX association, primary screen, cell-based, luminescence, split luciferase, SaOS-2, uHTS. Protein Mdm4 (Homo sapiens) + E3 ubiquitin-protein ligase Mdm2 (Homo sapiens), …. SaOS-2 split-luciferase Mdm2/MdmX complementation. inhibition, % at 8 µM. actives 3% (n = 330,000). AID 485346, 2010;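 active means inhibition of at least 50% at 8 µM in the primary screen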
Target sequence (O15151 whole entry, looked up): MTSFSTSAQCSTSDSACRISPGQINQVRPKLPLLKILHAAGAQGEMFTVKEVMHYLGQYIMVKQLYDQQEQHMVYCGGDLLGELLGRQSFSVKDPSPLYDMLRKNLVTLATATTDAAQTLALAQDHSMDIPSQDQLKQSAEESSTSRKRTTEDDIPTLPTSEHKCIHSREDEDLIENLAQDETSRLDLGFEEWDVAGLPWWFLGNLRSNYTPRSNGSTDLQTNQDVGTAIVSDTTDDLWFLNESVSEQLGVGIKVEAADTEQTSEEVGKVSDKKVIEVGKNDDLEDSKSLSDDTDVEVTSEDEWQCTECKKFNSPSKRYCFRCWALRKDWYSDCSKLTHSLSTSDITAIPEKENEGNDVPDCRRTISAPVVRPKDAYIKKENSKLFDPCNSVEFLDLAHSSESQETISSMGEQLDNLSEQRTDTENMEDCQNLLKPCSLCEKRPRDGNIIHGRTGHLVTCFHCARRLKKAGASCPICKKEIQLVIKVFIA
Target sequence (Q00987 whole entry, looked up): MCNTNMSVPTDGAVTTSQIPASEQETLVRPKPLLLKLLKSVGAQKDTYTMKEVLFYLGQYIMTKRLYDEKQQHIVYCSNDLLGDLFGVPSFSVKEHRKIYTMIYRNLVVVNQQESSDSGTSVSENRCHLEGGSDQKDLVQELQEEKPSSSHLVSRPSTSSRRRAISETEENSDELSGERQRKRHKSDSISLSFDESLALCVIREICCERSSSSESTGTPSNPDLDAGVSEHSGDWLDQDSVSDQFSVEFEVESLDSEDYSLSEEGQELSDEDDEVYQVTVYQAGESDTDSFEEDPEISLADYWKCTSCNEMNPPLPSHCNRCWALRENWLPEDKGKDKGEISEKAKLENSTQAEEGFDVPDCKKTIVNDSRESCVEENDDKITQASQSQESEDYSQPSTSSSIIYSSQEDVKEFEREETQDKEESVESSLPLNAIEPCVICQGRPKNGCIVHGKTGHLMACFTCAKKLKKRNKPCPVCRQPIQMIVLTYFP
tim10-1 inh: growth inhibitors of tim10-1 mutant yeast, primary screen, luminescence, uHTS. S. cerevisiae tim10-1 ts strain growth, BacTiter-Glo, 24 h. AID 463190, 2010. actives 2.2% (n = 330,000). inhibition, % at 20 µM;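 active means inhibition of at least 40%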;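 further: mutant grown at 25 °C; 0% = DMSO wells with yeast and 100% = wells holding no yeast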
tim23-1 inh: growth inhibitors of tim23-1 mutant yeast, primary screen, luminescence, uHTS. S. cerevisiae tim23-1 growth, BacTiter-Glo luminescence, 24 h. inhibition, % at 20 µM. actives 1.3% (n = 330,000);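 active means growth inhibition of the mutant yeast at or above 50%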;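 further: temperature-sensitive mutant grown at 25 °C; plate controls were DMSO-treated mutant yeast for no effect and medium wells lacking yeast for full effect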
TIM10 inh: growth inhibitors of isogenic TIM10 control yeast, primary screen, counter-screen for tim10-1 yeast inhibitor project, luminescence, uHTS; S. cerevisiae TIM10 strain growth, BacTiter-Glo luminescence, 24 h; inhibition, % at 10 µM; actives 1.4% (n = 330,000);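 active means inhibition of 40% or more at the single tested concentration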;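 further: wild-type TIM10 isogenic control strain grown at permissive 25 °C; 0% = DMSO yeast wells and 100% = minimal medium wells without yeast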
697 NFkB inh: inhibitors of PMA/ionomycin-induced NF-kB reporter, 697 cells, primary screen, B-cell NF-kB inhibitor project, cell-based, luminescence, uHTS. 697 B-cell NF-kB luciferase reporter, 16 h. AID 435022, 2010. actives 0.33% (n = 330,000). inhibition, % at 4 µM; in the data active means inhibition above about 35%
* marks the source's active call; other numbers are inactive results.

Screening CCOC(=O)c1c(NC(=S)Nc2cccc(C)c2)sc2c1CC(C)(C)SC2 returned UPR XBP1 act -2, Jurkat NFkB inh -4, CHOP UPR activ 2.0, Mdm2 MdmX PPI -6, tim10-1 inh 28, tim23-1 inh 32, TIM10 inh 23 and 697 NFkB inh 24.
Screening CCOC(=O)c1ccc(S(=O)(=O)NNC(=O)Cc2csc(C)n2)cc1 returned UPR XBP1 act -1, Jurkat NFkB inh -6, CHOP UPR activ 0.9, Mdm2 MdmX PPI 13, tim10-1 inh -7, tim23-1 inh -13, TIM10 inh -3 and 697 NFkB inh -4.
For CCCN(CCC)CC(C)(C)NS(=O)(=O)c1ccc(Cl)cc1 the results were UPR XBP1 act 0, Jurkat NFkB inh -4, CHOP UPR activ 0.2, Mdm2 MdmX PPI 17, tim10-1 inh 2, tim23-1 inh 18, TIM10 inh -20 and 697 NFkB inh 5.
`CCS(=O)(=O)N1CCC(C(=O)OCC(=O)c2ccc(Br)cc2)CC1` gave UPR XBP1 act -1, Jurkat NFkB inh -3, CHOP UPR activ -2.8, Mdm2 MdmX PPI 18, tim10-1 inh -20, tim23-1 inh -50, TIM10 inh -14 and 697 NFkB inh -21.
CCOc1ccc(N/C=C/C(=O)c2cc(OC)c(OC)c(OC)c2)cc1 was read as UPR XBP1 act -3, Jurkat NFkB inh 44, CHOP UPR activ 1.9, Mdm2 MdmX PPI 29, tim10-1 inh 21, tim23-1 inh 27, TIM10 inh -2 and 697 NFkB inh -28.
`O=C(Cn1ccc2ccccc2c1=O)N1CCN(Cc2ccc3c(c2)OCO3)CC1` gave UPR XBP1 act -1, Jurkat NFkB inh 1, CHOP UPR activ 0.0, Mdm2 MdmX PPI 23, tim10-1 inh 6, tim23-1 inh 13, TIM10 inh -7 and 697 NFkB inh 17.
`Cc1onc(-c2ccccc2)c1C(O)c1ccc(F)cc1` (stereo not drawn) gave UPR XBP1 act -4, Jurkat NFkB inh -28, CHOP UPR activ -0.3, Mdm2 MdmX PPI -2, tim10-1 inh 27, tim23-1 inh 23, TIM10 inh -1 and 697 NFkB inh -17.
Cc1ccc2c(c1)sc1nc(=O)ccn12 was read as UPR XBP1 act -7, Jurkat NFkB inh -6, CHOP UPR activ 2.5, Mdm2 MdmX PPI 8, tim10-1 inh -3, tim23-1 inh -7, TIM10 inh 2 and 697 NFkB inh 1.
Screening CCOc1cc(C=O)ccc1OCC(=O)N1CCCC1 returned UPR XBP1 act -2, Jurkat NFkB inh 7, CHOP UPR activ 2.5, Mdm2 MdmX PPI 25, tim10-1 inh 1, tim23-1 inh 9, TIM10 inh 5 and 697 NFkB inh 14.
For COc1ccc(NC(=O)CS(=O)CC(=O)NCc2cccc(C(F)(F)F)c2)cc1 (stereo not drawn) the results were UPR XBP1 act -1, Jurkat NFkB inh -1, CHOP UPR activ 1.3, Mdm2 MdmX PPI 13, tim10-1 inh 10, tim23-1 inh -4, TIM10 inh 5 and 697 NFkB inh 8.
Screening CCOc1ccc(CC(=N)C2=C(O)CC(C)(C)CC2=O)cc1OCC returned UPR XBP1 act 1, Jurkat NFkB inh -4, CHOP UPR activ 3.1, Mdm2 MdmX PPI -9, tim10-1 inh 8, tim23-1 inh 16, TIM10 inh -10 and 697 NFkB inh -34.
`COCCCNC(=O)CC1C[C@H](C(=O)N2CCCCC2)[C@@]2(CCc3ccccc3)c3[nH]c4ccccc4c3CCN2C1=O` (stereo partly drawn) gave UPR XBP1 act -1, Jurkat NFkB inh 6, CHOP UPR activ 4.3, Mdm2 MdmX PPI 16, tim10-1 inh 14, tim23-1 inh 9, TIM10 inh 8 and 697 NFkB inh 10.
Screening Cc1nn(CCCC(=O)O)c(C)c1[N+](=O)[O-] returned UPR XBP1 act -2, Jurkat NFkB inh -13, CHOP UPR activ 1.3, Mdm2 MdmX PPI -3, tim10-1 inh -27, tim23-1 inh 26, TIM10 inh 14 and 697 NFkB inh 7.
`CCN(CC)S(=O)(=O)c1cccc(C(=O)N[C@H](C(=O)OCC(N)=O)C(C)C)c1` gave UPR XBP1 act 1, Jurkat NFkB inh 5, CHOP UPR activ -0.4, Mdm2 MdmX PPI -10, tim10-1 inh 7, tim23-1 inh 13, TIM10 inh 4 and 697 NFkB inh 9.
`COc1ccc(NCC(=O)N/N=C/C=C/c2ccccc2[N+](=O)[O-])cc1` gave UPR XBP1 act -2, Jurkat NFkB inh -3, CHOP UPR activ -0.6, Mdm2 MdmX PPI -1, tim10-1 inh 24, tim23-1 inh 21, TIM10 inh -25 and 697 NFkB inh 21.
`CCOc1ccccc1-n1c(SCC(=O)NC)nnc1-c1ccco1` gave UPR XBP1 act 1, Jurkat NFkB inh 9, CHOP UPR activ 1.3, Mdm2 MdmX PPI 16, tim10-1 inh 7, tim23-1 inh -8, TIM10 inh -4 and 697 NFkB inh 4.
CCc1noc(C)c1C(=O)N(CC(C)C)c1c(N)n(Cc2ccccc2)c(=O)[nH]c1=O was read as UPR XBP1 act 0, Jurkat NFkB inh 6, CHOP UPR activ 0.6, Mdm2 MdmX PPI 9, tim10-1 inh 6, tim23-1 inh -11, TIM10 inh -3 and 697 NFkB inh 12.
CCCCn1c(N)c(N(CC(C)C)C(=O)CCS(=O)(=O)c2ccc(C)cc2)c(=O)[nH]c1=O was read as UPR XBP1 act -2, Jurkat NFkB inh 1, CHOP UPR activ -0.5, Mdm2 MdmX PPI 14, tim10-1 inh 0, tim23-1 inh -2, TIM10 inh -5 and 697 NFkB inh 14.
`COC(=O)c1ccc(CSc2nnc(-c3ccncc3)n2Cc2ccccc2)o1` gave UPR XBP1 act 0, Jurkat NFkB inh -18, CHOP UPR activ -1.0, Mdm2 MdmX PPI -17, tim10-1 inh 39, tim23-1 inh 17, TIM10 inh 23 and 697 NFkB inh -40.
For CCOC(=O)c1c[nH]c2c3c(ccc2c1=O)CCCC3 the results were UPR XBP1 act -2, Jurkat NFkB inh -1, CHOP UPR activ 3.3, Mdm2 MdmX PPI 9, tim10-1 inh 7, tim23-1 inh 7, TIM10 inh -3 and 697 NFkB inh 0.
O=C(O)c1cccc(-n2cnnn2)c1 was read as UPR XBP1 act 1, Jurkat NFkB inh -12, CHOP UPR activ -0.1, Mdm2 MdmX PPI 0, tim10-1 inh 2, tim23-1 inh 0, TIM10 inh 10 and 697 NFkB inh -2.
COc1ccccc1C(=O)N/C(=C/c1ccc(Br)cc1)C(=O)NCCCn1ccnc1 was read as UPR XBP1 act -3, Jurkat NFkB inh -1, CHOP UPR activ 0.8, Mdm2 MdmX PPI -22, tim10-1 inh 11, tim23-1 inh -4, TIM10 inh -11 and 697 NFkB inh -18.
For O=C(NC1CCCCC1)c1ccc(Cl)c(NC(=O)c2ccccc2F)c1 the results were UPR XBP1 act -1, Jurkat NFkB inh 15, CHOP UPR activ -0.4, Mdm2 MdmX PPI 13, tim10-1 inh 33, tim23-1 inh 24, TIM10 inh 13 and 697 NFkB inh 6.
`Cc1csc(SCC(=O)Nc2nccs2)n1` gave UPR XBP1 act 0, Jurkat NFkB inh 11, CHOP UPR activ 1.5, Mdm2 MdmX PPI 9, tim10-1 inh 2, tim23-1 inh 8, TIM10 inh 0 and 697 NFkB inh 0.
Screening CCC1CCCCN1CC(C)(C)NS(=O)(=O)c1ccccc1 (stereo not drawn) returned UPR XBP1 act 0, Jurkat NFkB inh -1, CHOP UPR activ 0.2, Mdm2 MdmX PPI -8, tim10-1 inh -2, tim23-1 inh 9, TIM10 inh -17 and 697 NFkB inh 13.
COc1ccc([N+](=O)[O-])cc1NC(=O)C(C)OC(=O)c1cccnc1 (stereo not drawn) was read as UPR XBP1 act 0, Jurkat NFkB inh -4, CHOP UPR activ 0.4, Mdm2 MdmX PPI 47, tim10-1 inh 6, tim23-1 inh 13, TIM10 inh -13 and 697 NFkB inh 3.
Screening CC1(C)CC(NC(=O)c2ccccc2C(=O)NC2CC(C)(C)NC(C)(C)C2)CC(C)(C)N1 returned UPR XBP1 act -3, Jurkat NFkB inh 0, CHOP UPR activ -0.5, Mdm2 MdmX PPI -8, tim10-1 inh 13, tim23-1 inh 9, TIM10 inh 2 and 697 NFkB inh 14.
For Cc1nn(-c2ccccc2)c2c1C1(C(=O)N(C)c3ccccc31)C(C#N)=C(N)O2 (stereo not drawn) the results were UPR XBP1 act -2, Jurkat NFkB inh -5, CHOP UPR activ -2.5, Mdm2 MdmX PPI 11, tim10-1 inh 67*, tim23-1 inh 39, TIM10 inh 41* and 697 NFkB inh 14.
Cc1nnc(SCC(=O)N2CCC(Cc3ccccc3)CC2)n(N)c1=O was read as UPR XBP1 act -3, Jurkat NFkB inh 15, CHOP UPR activ -4.2, Mdm2 MdmX PPI 13, tim10-1 inh 0, tim23-1 inh 7, TIM10 inh 2 and 697 NFkB inh 13.
For COc1ccc(CCNC(=S)N2CCN(S(=O)(=O)c3ccc(F)cc3)CC2)cc1 the results were UPR XBP1 act 1, Jurkat NFkB inh -13, CHOP UPR activ 0.9, Mdm2 MdmX PPI 28, tim10-1 inh 8, tim23-1 inh 18, TIM10 inh -3 and 697 NFkB inh -2.
Screening CCc1ccccc1Oc1coc2cc(O)ccc2c1=O returned UPR XBP1 act -4, Jurkat NFkB inh 5, CHOP UPR activ 2.4, Mdm2 MdmX PPI -13, tim10-1 inh 26, tim23-1 inh 41, TIM10 inh 25 and 697 NFkB inh 6.
For O=C(Nc1ccc2c(c1)OCO2)c1cccs1 the results were UPR XBP1 act -2, Jurkat NFkB inh -85, CHOP UPR activ 1.8, Mdm2 MdmX PPI -23, tim10-1 inh 37, tim23-1 inh 39, TIM10 inh 47* and 697 NFkB inh -90.
Screening CC(=O)N/C(=C/c1ccccc1)C(=O)NCCO returned UPR XBP1 act 1, Jurkat NFkB inh -2, CHOP UPR activ 0.5, Mdm2 MdmX PPI 16, tim10-1 inh 8, tim23-1 inh 7, TIM10 inh -3 and 697 NFkB inh 12.
For CCOc1ccc(CN(C)CC(=O)Nc2cccc(C)c2)cc1OC the results were UPR XBP1 act -5, Jurkat NFkB inh 2, CHOP UPR activ 3.1, Mdm2 MdmX PPI -2, tim10-1 inh 12, tim23-1 inh 14, TIM10 inh -8 and 697 NFkB inh 4.
For CC1CCN(C(=O)CSc2nnc(CNC(=O)c3c(F)cccc3F)o2)CC1 the results were UPR XBP1 act -7, Jurkat NFkB inh -5, CHOP UPR activ -1.4, Mdm2 MdmX PPI -3, tim10-1 inh -19, tim23-1 inh -6, TIM10 inh 3 and 697 NFkB inh 8.

Taken from the entries so far for reference:
Screening CC(=O)N/C(=C/c1ccccc1)C(=O)NCCO returned UPR XBP1 act 1, Jurkat NFkB inh -2, CHOP UPR activ 0.5, Mdm2 MdmX PPI 16, tim10-1 inh 8, tim23-1 inh 7, TIM10 inh -3 and 697 NFkB inh 12.
For CCOc1ccc(CN(C)CC(=O)Nc2cccc(C)c2)cc1OC the results were UPR XBP1 act -5, Jurkat NFkB inh 2, CHOP UPR activ 3.1, Mdm2 MdmX PPI -2, tim10-1 inh 12, tim23-1 inh 14, TIM10 inh -8 and 697 NFkB inh 4.
For CC1CCN(C(=O)CSc2nnc(CNC(=O)c3c(F)cccc3F)o2)CC1 the results were UPR XBP1 act -7, Jurkat NFkB inh -5, CHOP UPR activ -1.4, Mdm2 MdmX PPI -3, tim10-1 inh -19, tim23-1 inh -6, TIM10 inh 3 and 697 NFkB inh 8.
